HSF1 inhib: HSF1 inhibition; AID 2098; NIH3T3-HGL HSE-luciferase, MG132-induced, luminescence 8 h; hits give low values; activity change, negative = inhibition, % at 7.5 µM (by protocol); 300,000 tested, 0.77% active;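 active means more than half of replicate wells show activity change below -50%, luminescence cut by over half; inconclusive means some wells, but at most half, below -50%; inactive means no replicate well below -50%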;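 further: luciferase reports HSF-1 transcriptional activity via heat shock element; 0% = median of DMSO wells and -100% = zero luminescence signal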
aSyn UTR inh: 5' untranslated region of α-synuclein, MLPCN primary screen | alpha-synuclein 5'UTR reporter, inhibitor activity | inhibition, % (tested at 7.5 µM) | 300,000 tested, 0.82% active | AID 1813; in the data active means inhibition above about 60%; inconclusive means no clear call, values can overlap the other calls;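 further: H4 neuroglioblastoma cells stably carrying SNCA 5'UTR luciferase fusion; 0% = DMSO wells and 100% = positive control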
KLF5 inh: suppresses KLF5 promoter-driven expression | AID 1700 | DLD-1 KLF5 promoter-luciferase reporter, luminescence | 290,000 tested, 0.23% active | inhibition, % at 5 µM;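 active means inhibition above a per-plate limit of that plate's mean compound inhibition plus 3 SD, cut at about 60% in these data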;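 further: 0% = DMSO wells and 100% = LY294002 at 200 µM; higher means less KLF5 promoter-driven luciferase light; inactives centre near -14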
HDAC3 inhib: human HDAC3 inhibition; O15379; 320,000 tested, 0.15% active; recombinant HDAC3, fluorogenic peptide/trypsin coupled, fluorescence; inhibition, % at 8.3 µM; in the data active means inhibition above about 26%, passing the limit was not always enough; inconclusive means no clear call, values can overlap the other calls
Target sequence (O15379 whole entry, looked up): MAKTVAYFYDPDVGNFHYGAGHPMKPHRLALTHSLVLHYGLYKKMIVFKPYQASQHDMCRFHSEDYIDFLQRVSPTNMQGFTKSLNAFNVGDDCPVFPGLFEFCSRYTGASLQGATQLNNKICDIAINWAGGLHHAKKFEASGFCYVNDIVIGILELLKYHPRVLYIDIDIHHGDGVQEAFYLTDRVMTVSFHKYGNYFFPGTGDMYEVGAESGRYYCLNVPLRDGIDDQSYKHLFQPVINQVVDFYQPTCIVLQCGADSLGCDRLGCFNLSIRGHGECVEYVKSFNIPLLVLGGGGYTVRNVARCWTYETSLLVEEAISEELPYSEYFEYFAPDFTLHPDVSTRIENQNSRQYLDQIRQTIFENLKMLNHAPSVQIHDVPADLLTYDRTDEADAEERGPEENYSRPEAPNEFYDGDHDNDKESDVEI
HSP90 refold inh: inhibitors of HSP90 luciferase refolding in rabbit reticulocyte lysate; luciferase refolding luminescence, 3 h; inhibition, % at 5.6 µM; 290,000 tested, 0.91% active; AID 1789;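 active means inhibition above the screen-wide mean plus 3 SD, computed separately per campaign, cut at about 16% in these data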;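 further: 0% = DMSO wells and 100% = 60 µM geldanamycin wells; inhibitors lower the luminescence because luciferase stays unfolded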
Platelet DG rel: platelet dense granule release activity; human platelet-rich plasma, SFLLRN dense granule ATP release, luminescence; inhibition, %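 (compounds screened at 7.5 µM in platelet-rich plasma)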; 300,000 tested, 0.22% active;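 active means mean replicate score, as percent of positive control, at or above 50; inconclusive means mean below 50 but at least one replicate at or above 50; inactive means mean and every replicate below 50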
HSF-1 act: increases HSF-1 driven luciferase reporter signal; NIH3T3-HGL HSF-1 luciferase reporter, MG132, 8 h; 100% = twice DMSO control signal; activation, % at 9 µM; 300,000 tested, 1.7% active;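 active means mean replicate activation of at least 50% with a set share of replicates each reaching 50%; inconclusive means only one of those two conditions met; inactive means mean below 50% and too few replicates reaching it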;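 further: 0% = median of the neutral control wells and 100% = twice that signal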
AI-2 QS mod: modulators of Vibrio harveyi AI-2 quorum sensing system | Vibrio harveyi JMH597 AI-2 luminescence/OD600 ratio, 9 h; hits give low values; strain lacks LuxN and CqsS sensors; 0 = neutral-control median | activity change, % at 7.5 µM | 300,000 tested, 0.4% active; in the data active means activity change below about -75%, passing the limit was not always enough; inconclusive means no clear call, values can overlap the other calls;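 further: luminescence divided by OD600 gain over 9 h not by final OD600 alone; inactives centre near 13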
IEC-6 tox: kills IEC-6 intestinal cells in KLF5 counter-screen; IEC-6 cytotoxicity, luminescence viability; inhibition, % at 5 µM; 290,000 tested, 0.78% active; in the data active means inhibition above about 22%;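 further: 0% = plate median of test compound wells and 100% = cytotoxic reference compound wells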
HIF activator: HIF pathway transcriptional activation; U2OS HRE-luciferase reporter, luminescence; normalized: DMSO 0%, desferrioxamine 100%; activation, % at 7.5 µM (by protocol); 300,000 tested, 0.32% active; AID 1910;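 active means mean activation of at least 10% of the iron chelator positive control signal, with at least half of replicates also reaching 10%; inconclusive means mean and replicate majority disagree about reaching 10%; inactive means mean and most replicates under 10%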
Numbers without * were called inactive; u = inconclusive; x = not tested or not shown; & = joins results of further samples.

molecule	HSF1 inhib	aSyn UTR inh	KLF5 inh	HDAC3 inhib	HSP90 refold inh	Platelet DG rel	HSF-1 act	AI-2 QS mod	IEC-6 tox	HIF activator
O=C(NCCOc1nc(N2CCOCC2)nc(N2CCOCC2)n1)Nc1ccccc1	1	-4	-18	-2	-1	0	8	11	-5	-21
O=C(NC(=S)N1CCN(c2ccc(Cl)cc2[N+](=O)[O-])CC1)c1cccs1	-66*	-57	-8	1	2	-13	-68	22	2	-60
C/C(=N\NC(=O)c1ccc(Cn2cc(Br)cn2)o1)c1cccc(NC(=O)C(C)(C)C)c1	4	-1	14	8	-1	7	4	11	-7	-0.2
CCOC(=O)CNC(=S)N(CCCN1CCN(C)CC1)Cc1cccs1	-2	-7	-33	-1	-3	-5	0	-8	4	-22
CCCn1c(C)cc(C(=O)CSc2nc3nc(C)cc(C)n3n2)c1C	6	-9	11	2	-6	1	6	26	-4	2.4
CCOC(=O)CC(c1ccc(N)cc1)n1c(C)ccc1C (stereo unspecified)	4	-12	4	-2	5	-6	2	43	-3	0.4
N#Cc1ccsc1NC(=O)COC(=O)c1ccc(NC(N)=O)cc1	19	-78	-95	3	3	-5	35	15	7	5.1
CCCC(=O)NC(c1ccco1)c1cc([N+](=O)[O-])c2cccnc2c1O (stereo unspecified)	-5	-15	-19	-8	1	1	-1	48	-5	-0.1
CC(/C=C/c1ccccc1F)=N\NC(=O)c1cccc(F)c1	1	-139	-45	7	-1	-10	-7	6	-3	5.0
COc1ccc(NC(=O)CSCC(=O)Nc2ccc(C)c(S(=O)(=O)N3CCCCCC3)c2)cc1	2	10	x	1	x	11	2	49	x	0.0
O=C(CSc1ccc2nnc(-c3cccnc3)n2n1)NCc1ccco1	3	-8	-24	-8	-3	-16	16	25	-8	-0.2
Cc1cccc(NC(=O)c2ccc(Cl)nc2)n1	4	-24	-57	3	2	4	12	16	-5	-0.2
COC(=O)c1sccc1NC(=O)Nc1cc(C)cc(C)c1	x	x	-71	7	-5	x	x	-2	-2	x
COc1cc(CNCCc2ccccc2)ccc1OCC(N)=O	-10	11	-1	-6	-1	2	-3	14	2	-0.7
CC(C)(C)C(=O)NC(=S)Nc1ccc(Cl)c(C(=O)O)c1	4	-15	2	-3	-4	6	16	31	-2	0.5
c1cc2c3c(cccc3c1)C(N1CCOCC1)=N2	-5	8	-11	2	1	0	8	11	0	0.1
Cc1cnc(CN(C)C(=O)CC2C(=O)NCCN2Cc2cccc(F)c2F)[nH]1 (stereo unspecified)	11	3	-17	-1	-1	6	47	9	6	-1.4
C(=N\Nc1nc(-c2ccccc2)cs1)/c1cccnc1	2	-339	-106	5	3	6	23	18	2	2.5
Cc1cc(NC(=O)CCCOc2ccc(Cl)cc2Cl)no1	-8	29	-7	7	0	23	16	11	-1	x
O=C1CS/C(=N/N=C/c2ccc(OS(=O)(=O)c3ccccc3)cc2)N1	-3	0	7	6	0	3	-3	9	-10	-0.2
COc1ccc(-c2cccc(NS(=O)(=O)c3ccccc3[N+](=O)[O-])c2)nn1	-1	8	x	3	x	18	12	16	x	-1.4
Cc1ccc(C)c(NC(=O)CCC(=O)N/N=C2/CC(=O)CC(C)(C)C2)c1	17	17	5	8	-1	-7	47	5	0	-0.1
O=C(N=C1SC2CS(=O)(=O)CC2N1Cc1ccccc1)C1CCCCC1 (stereo unspecified)	8	4	-38	-2	4	5	-18	2	1	-0.4
CN(Cc1nc(C(c2ccccc2)c2ccccc2)no1)CC1COCCO1 (stereo unspecified)	4	-3	-24	-1	4	3	5	-2	-1	0.0
CCN(CC)c1ccc(C(=O)OCC(=O)Nc2cc3oc4ccccc4c3cc2OC)cc1	-6	-10	-22	-2	-2	0	-10	1	-2	-0.3
COc1cc(/C=N/N2C(=O)C3C4C=CC(CC4)C3C2=O)ccc1O (stereo unspecified)	-4	-2	2	2	0	-3	16	10	-1	0.0
Cn1nc(C(=O)Nc2ccccc2N2CCCC2)c2ccccc2c1=O	-10	13	-14	2	1	9	2	8	5	-0.3
Cc1c(NC(=O)NC(C)N2C(=O)C3C4C=CC(C4)C3C2=O)c(=O)n(-c2ccccc2)n1C (stereo unspecified)	-4	-7	-17	-4	-1	-2	0	13	-5	-0.2
Cc1cc(NC(=O)CSc2nnc(COc3cccc(C)c3C)n2Cc2ccco2)no1	8	4	-4	2	1	7	33	5	10	-0.2
COc1ccccc1CN1CCN(Cc2ccc3ccccc3c2)CC1	-3	11	-28	0	2	-5	-8	7	4	-1.3
Cc1cccc2c1N(CCCOc1ccccc1)C(=O)C2=O	-4	-1	-29	2	0	21	-3	7	6	-0.1
Cc1cc(C(=O)N2CCCC(N3CCN(c4cccc(C(F)(F)F)c4)CC3)C2)nn1C (stereo unspecified)	3	-3	-40	0	0	-3	-1	4	6	0.4
O=C1CCCc2ccccc2N1Cc1c(Cl)cccc1Cl	-2	-13	-16	2	-2	16	1	3	4	-0.7
COc1cc(/C=N/NC(=O)c2ccncc2)ccc1OCCN1CCCCC1	x	16	-24	-1	-2	1	x	20	-6	x
N#Cc1cc(S(=O)(=O)c2ccccc2)c(N)[nH]c1=O	-8	-11	-26	0	5	-1	8	2	0	0.6
CC1(C)CC(N2CCCCC2)=CC(=[N+]2CCCCC2)C1	-10	0	-14	8	1	-2	-6	-11	23*	0.2
CCCCNC(=O)c1ccc(CNc2c(N3CCC(C(=O)OCC)CC3)c(=O)c2=O)cc1	0&-4	-10	-44	4	2	-4	0&-3	14	1	0.1
O=C(COc1ccccc1)Nc1nc2cc3c(cc2s1)OCCO3	0	-44	-22	-4	-3	-1	1	19	3	0.3
O=C(CCn1cnnn1)Nc1ccc(Cl)c(Cl)c1	4	20	-27	-3	-2	0	4	0	4	1.1
CCn1c2ccccc2c2cc(NS(=O)(=O)c3ccc(C)cc3)ccc21	2	-3	-1	u	-1	5	6	13	6	0.7
Oc1c(C=C2N=c3ccccc3=N2)sc(=S)n1-c1ccc2ccccc2c1	0	1	-19	2	-2	2	-25	9	6	0.4
CCN(CC)c1ccc(C(=O)c2ccccc2C(=O)O)c(O)c1	4	8	-58	4	0	-2	-13	35	-2	-0.7
O=S(=O)(c1ccc2ccccc2c1)N1CCN(S(=O)(=O)N2CCOCC2)CC1	9	1	-9	-10	2	-3	5	11	6	-0.4
CCOC(=O)c1cnc(SCC(=O)Nc2cc(C(F)(F)F)ccc2N2CCOCC2)nc1N	9	-2	-18	-2	-3	13	8	41	-3	-0.1
COc1ccc(-n2c(Cc3cccn3C)nnc2SCC(=O)NCc2ccco2)cc1	-2	21	-30	1	-7	-3	8	15	-2	0.0
COc1cccc(C2CC3(CC(C)(C)NC(=S)N3)Oc3cc(O)ccc32)c1 (stereo unspecified)	16	18	-2	-3	1	-3	19	43	3	0.2
CCOC(=O)Nc1ccc(S(=O)(=O)Nn2cnnc2)cc1	3	-22	-30	-3	-4	-3	3	-10	0	0.8
Cc1occc1C(=O)Nc1cccc([N+](=O)[O-])c1C	3	1	-11	4	5	4	25	24	-4	0.4
COc1ccc(C2=Nn3c(nnc3-c3ccco3)SC2)cc1	4	4	-19	12	0	0	-7	48	1	1.4
COc1ccc(CCN(C)C2CCCN(C(=O)Cn3cccn3)C2)cc1OC (stereo unspecified)	13	10	-22	-1	0	-17	39	22	-3	0.0

Going on with the list.
molecule	HSF1 inhib	aSyn UTR inh	KLF5 inh	HDAC3 inhib	HSP90 refold inh	Platelet DG rel	HSF-1 act	AI-2 QS mod	IEC-6 tox	HIF activator
COC(=O)c1ccc(CSc2ccccc2C)o1	19	-40	-10	8	3	-10	20	0	-2	0.0
CCOC(=O)CC1OC(=O)c2cc3c(cc21)C(=O)OC3CC(=O)OCC (stereo unspecified)	-7	10	-22	-2	-2	8	-2	15	-8	-0.1
COc1ccc(-c2nnc(SCC(=O)Nc3ccc(C(=O)O)cc3)n2-c2ccc(Cl)cc2)cc1	1	-20	-12	1	2	6	9	2	-7	1.1
COC(=O)c1cc(C#N)c(N(C)Cc2ccccc2)nc1C	15	-32	-68	0	-7	-5	28	-11	-2	1.3
CN(Cc1ccc(Cl)c(Cl)c1)C(=O)CN1C(=O)NC2(CCCC2)C1=O	0	8	x	4	x	5	-7	28	x	0.3
O=C(COc1ccc(Cl)cc1)Nc1nc(-c2ccc(S(=O)(=O)N3CCOCC3)cc2)cs1	10	-4	-13	4	0	-5	22	12	-2	-0.3
N#Cc1c(-c2ccccc2)cc(-c2ccccc2)nc1Br	0	3	-1	-19	1	8	-2	29	-4	0.1
Cc1ccc(OCc2cc(C(=O)N3CCC(Oc4cccnc4)CC3)no2)cc1C	1	-35	-48	0	1	2	-9	22	-5	0.8
Cc1ccc(NC(=O)COc2ccc3c(c2)CCC3)nc1	15	-98	x	-1	x	-21	27	17	x	2.2
C=CCn1c(=N)n(CC(=O)O)c2ccccc21	-5	8	-26	-3	-2	6	-6	19	2	-0.3
CCOc1ccccc1OCCn1nnc2ccccc21	-4	-9	-2	3	2	-2	1	22	-2	0.2
CN(CC(=O)Nc1c(Cl)cccc1Cl)C(=O)c1ccccc1-c1nc2ccccc2s1	-3	26	x	0	x	-4	2	16	x	-0.7
COc1ccc(CN(CC(O)COc2cccc3[nH]cc(C)c23)C(C)(C)C)cc1 (stereo unspecified)	0	-6	-48	-2	-1	-2	-3	1	-2	-2.1
